RmlCD inh 1536: M. tuberculosis RmlC/RmlD coupled enzyme inhibitors, primary screen, biochemical, compound mixtures, 384-well, from 1536-well plates. 160,000 compounds, 0.03% hits. inhibition, % at 3.6 µM. dTDP-4-dehydrorhamnose reductase (Mycobacterium tuberculosis (strain ATCC 25618 / H37Rv)) …. RmlC+RmlD coupled enzyme assay, percent inhibition; primary screen in compound mixtures; in the data active means inhibition mostly above about 34%, no sharp cut-off; further: some results filed as inactive read as strong as hits
Target sequence (P9WH09 whole entry, looked up): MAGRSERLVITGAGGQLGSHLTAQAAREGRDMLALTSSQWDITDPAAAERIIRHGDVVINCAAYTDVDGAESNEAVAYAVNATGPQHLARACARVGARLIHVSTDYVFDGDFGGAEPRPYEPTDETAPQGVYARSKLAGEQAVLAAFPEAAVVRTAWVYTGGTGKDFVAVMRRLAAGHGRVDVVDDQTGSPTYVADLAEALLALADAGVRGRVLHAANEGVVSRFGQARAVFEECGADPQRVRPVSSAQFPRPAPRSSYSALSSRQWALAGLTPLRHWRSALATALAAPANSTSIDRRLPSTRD
Target sequence (P9WH11 whole entry, looked up): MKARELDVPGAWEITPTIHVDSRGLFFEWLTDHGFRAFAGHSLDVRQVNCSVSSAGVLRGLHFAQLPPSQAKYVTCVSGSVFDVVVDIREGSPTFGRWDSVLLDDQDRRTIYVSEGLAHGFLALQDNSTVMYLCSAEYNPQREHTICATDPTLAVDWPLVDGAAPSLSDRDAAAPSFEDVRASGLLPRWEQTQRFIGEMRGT
GlmU inhibition: inhibition of mycobacterial GlmU enzyme – biochemical, glucosamine-1-phosphate acetyltransferase (AID 1376). M. tuberculosis GlmU acetyltransferase enzyme assay; higher % means a stronger effect. 220,000 compounds, 0.25% hits. inhibition, %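 (tested at 30 µM in the primary screen)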, or IC50 in µM where a hit was titrated. Bifunctional protein GlmU (Mycobacterium tuberculosis (strain ATCC 25618 / H37Rv)); in the data active means inhibition above about 13%;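 further: 0% = complete reaction with vehicle and 100% = reaction without substrate; strong numbers were not always called active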
* hit, by the source's call; x = not tested or not shown. A portion of the library; rates above refer to the full screens.

Results follow in this order: GlmU inhibition, RmlCD inh 1536
- O=c1c2oc3ccccc3c2[nH]c(=S)n1-c1ccc(F)cc1
 : 10.5%, -8.7
- Cc1cccc(N(C)C(=O)c2cc3cc4ccc(C)cc4nc3o2)c1
 : 2.0%, -12.9
- O=C(Nc1nnc(SCC(=O)N2CCCCC2)s1)c1cccs1
 : 0.6%, x
- CCC(=O)c1ccc2c(c1)N(CCCN(C)C)c1ccccc1S2
 : -9.2%, x
- COC(=O)c1nnn(CC(=O)Nc2cccc(Cl)c2C)c1C(=O)OC
 : 6.6%, 7.8
- S=C(Nc1cccc(Br)c1)N1CCn2cccc2C1c1cccnc1 (configuration not stated)
 : 4.4%, 2.0
- Cn1c(=O)c2c(nc(NCCCO)n2Cc2cccc(C(F)(F)F)c2)n(C)c1=O
 : 1.4%, 3.1
- O=C1C(Cl)=C(Nc2ccccc2)C(=O)c2ccccc21
 : -4.1%, -10.2
- COc1ccccc1N1CCN(C(=O)CCn2c(=O)[nH]c3ccccc3c2=O)CC1
 : -1.9%, -6.0
- CCOC(=O)Nc1ccc2c(c1)N(C(=O)CCN1CCN(CCO)CC1)c1ccccc1S2
 : -3.1%, x
- O=C(c1ccc(C(=O)N2CCN(c3ccccc3F)CC2)nc1)N1CCN(c2ccccc2F)CC1
 : -0.4%, -15.8
- Cn1c(OCc2ccc3c(c2)OCO3)nc2c1c(=O)n(Cc1ccc(Cl)c(Cl)c1)c(=O)n2C
 : x, -3.1
- COC(=O)CSc1nc(N2CCCCC2)c2c(c1C#N)CCCC2
 : 1.0%, -4.4
- COc1cccc(NC2=NC3(CCCCC3)N=C(N)N2)c1
 : 0.3%, 4.9
- Cc1cccc(NC(=S)N(CCc2nc3cc(C)c(C)cc3[nH]2)Cc2cccnc2)c1
 : -5.5%, x
- COc1ccccc1/C=N/NC(=O)Cn1cnc([N+](=O)[O-])n1
 : 0.4%, -10.2
- CN(C)CCCN(C(=O)CCOc1ccccc1)c1nc2c(F)cccc2s1
 : -3.0%, 29.3
- CCOc1cc2[nH]c(=O)n(CCc3ccc(OC)c(OC)c3)c(=O)c2cc1OCC
 : 1.9%, x
- CCOc1ccc(CN2CCN(Cc3nc4c(s3)CCCC4)CC2CCO)cc1 (configuration not stated)
 : -5.8%, -7.2
- Cc1ccc(C2(C)NC(=O)N(CC(=O)Nc3ccc4[nH]c(=O)[nH]c4c3)C2=O)cc1 (configuration not stated)
 : 0.3%, x
- Cc1cccc(C(=O)NC(=S)NNC(=O)COc2ccc(Cl)cc2)c1
 : 17.8%, 35.4
- O=C(NCCCN1CCCC1=O)c1ccc2c(c1)NC(=O)C(N1CCOCC1)S2 (configuration not stated)
 : 5.7%, -4.2
- CCOC(=O)c1cc2c(ccn2C)n1Cc1ccccc1C
 : 2.1%, -0.3
- O=C(CNC(=O)c1ccccc1)N/N=C/c1ccc([N+](=O)[O-])o1
 : 2.6%, x
- COc1ccc(NC(=O)c2ccc3c(SCC(=O)O)c4c(nc3c2)CCCC4)cc1Cl
 : 2.2%, -10.7
- c1ccc(Nc2cc(-c3ccccc3)nc3ncnn23)cc1
 : -2.9%, 14.2
- CC(OC(=O)CCc1nc2ccccc2c(=O)[nH]1)C(=O)c1ccc(Br)cc1 (configuration not stated)
 : -7.3%, -3.6
- CC(O)Cn1nc([N+](=O)[O-])nc1N (configuration not stated)
 : -7.3%, 5.6
- Cn1c(=O)c2c(nc(N/N=C/c3ccc(OC(=O)c4ccco4)cc3)n2Cc2ccc(F)cc2)n(C)c1=O
 : 1.1%, -5.6
- O=[N+]([O-])c1cc2c(cc1Br)CCN2
 : -6.5%, 6.0
- Cc1nc(N2CCN(Cc3ccccc3)CC2)c(C#N)c2c1COC(C)(C)C2
 : -3.0%, x
- CC[n+]1c(/C=C/Nc2ccccc2)oc2ccc(OC)cc21
 : -4.8%, -8.3
- O=C(N/N=C/c1ccccn1)c1cc(-c2cccc3ccccc23)n[nH]1
 : 0.8%, 4.8
- O=C(NC(=S)N1CCN(CCO)CC1)C12CC3CC(CC(C3)C1)C2
 : -6.7%, x
- CCN1CCN(C(=S)c2ccc(OCC(=O)NCc3ccccc3)cc2)CC1
 : 5.5%, 8.3
- Cc1cccc(C(=O)Nc2nnc(C3=COCCO3)o2)c1
 : -2.9%, -5.7
- CC(c1nnc(SCC(=O)Nc2sccc2C#N)n1-c1ccc(Cl)cc1)N(C)C (configuration not stated)
 : -3.9%, -4.9
- CC12CC[C@H]3[C@@H](CCC4(O)C[C@H](O)CCC34/C=N/NC(=O)c3ccccc3F)C1(O)CCC2C1=CC(=O)OC1 (some centres not stated)
 : 3.7%, -12.3
- Cc1ccc(N2C(=O)C3C(C2=O)C2C=CC3C23CC3)cc1 (configuration not stated)
 : 7.2%, x
- Cc1ccc2nc(Cl)c(C3CC(c4ccco4)=NN3S(C)(=O)=O)cc2c1 (configuration not stated)
 : 3.4%, 6.0

The last 4 entries of the section above come first, to join the parts.
Results follow in this order: GlmU inhibition, RmlCD inh 1536
- CC(c1nnc(SCC(=O)Nc2sccc2C#N)n1-c1ccc(Cl)cc1)N(C)C (configuration not stated)
 : -3.9%, -4.9
- CC12CC[C@H]3[C@@H](CCC4(O)C[C@H](O)CCC34/C=N/NC(=O)c3ccccc3F)C1(O)CCC2C1=CC(=O)OC1 (some centres not stated)
 : 3.7%, -12.3
- Cc1ccc(N2C(=O)C3C(C2=O)C2C=CC3C23CC3)cc1 (configuration not stated)
 : 7.2%, x
- Cc1ccc2nc(Cl)c(C3CC(c4ccco4)=NN3S(C)(=O)=O)cc2c1 (configuration not stated)
 : 3.4%, 6.0
- Cc1cc(/C=N/NC(=O)c2ccc(O)cc2)c(C)n1CC(C)C
 : 0.9%, 15.5
- CCN(CC)S(=O)(=O)c1ccc(Cl)c(C(=O)NCc2ccco2)c1
 : 5.0%, 9.2
- CC(C)C(=O)N1CCN(c2ccccc2NC(=S)NC(=O)c2cccs2)CC1
 : 2.9%, -9.6
- COc1ccc(C(=O)N/C(=C\c2cccs2)c2nc3ccccc3[nH]2)cc1OC
 : 3.4%, -7.2
- COc1ccc(-c2nc(C#N)c(NCCc3ccccc3)o2)cc1
 : -2.9%, -10.8
- Cc1cc(C)c2c(c1)/C(=N\N=c1\sc3ccccc3n1C)C(=O)N2
 : 1.2%, x
- CCOc1ccccc1-c1nc(-c2ccncc2)no1
 : 2.1%, -5.8
- O=C(c1ccc(N2C(=O)C3CC=C(Cl)CC3C2=O)cc1)N1CCCCC1 (configuration not stated)
 : 2.2%, -2.4
- COC(=O)c1ccc(NC(=O)C23CC4CC(C2)CC(n2cncn2)(C4)C3)cc1
 : 5.0%, x
- Cc1ccccc1NC(=S)NCc1ccccc1
 : 0.2%, 15.8
- CCOC(=O)CNC(=O)CN1C(=O)CCS(=O)(=O)c2ccccc21
 : -1.2%, -6.4
- CC(C)(C)C(=O)CC1(O)C(=O)N(Cc2ccccc2)c2ccccc21 (configuration not stated)
 : 1.5%, -2.6
- Cc1ccc(C2(c3noc(CN(C)CC4COCCO4)n3)CCCC2)cc1 (configuration not stated)
 : 3.5%, -7.0
- COc1ccc(OC)c(-n2nnnc2SCC(=O)Nc2ccc(C(=O)N3CCCCC3)cc2)c1
 : -2.1%, -11.0
- COc1ccccc1CNC(=O)C/C(C)=N/NC(=O)Cc1ccccc1
 : 2.3%, 6.4
- CC1(C)CC2(CC(c3ccccc3F)c3cc(Cl)c(O)cc3O2)NC(=S)N1 (configuration not stated)
 : -3.2%, 14.9
- CSC1=NCCN1C(=O)C(C)Oc1ccccc1 (configuration not stated)
 : 3.5%, 7.0
- O=C1CSC(c2cn(-c3ccccc3)nc2-c2cccs2)N1CC1CCCO1 (configuration not stated)
 : 2.0%, 9.6
- Cc1nc(N)sc1-c1nnc(SCC(=O)Nc2nccs2)n1C
 : -7.2%, -6.9
- O=C(/C=C/c1ccc(S(=O)(=O)N2CCOCC2)cc1)OCC(=O)c1ccc([N+](=O)[O-])cc1
 : 2.5%, x
- CCC(C)n1nnc2c(=O)oc3ccccc3c21 (configuration not stated)
 : 5.2%, -11.0
- Cc1ccc2oc(-c3ccc(NC(=O)c4ccc5c(c4)OCO5)cc3)nc2c1
 : -5.0%, 2.4
- COc1ccc(S(=O)(=O)Nc2nnc(C(C)C)s2)cc1
 : 3.2%, x
- CCOc1ccc(N(CC(=O)NC2CCCC(C)C2C)S(=O)(=O)c2c(C)noc2C)cc1 (configuration not stated)
 : -2.6%, 3.8
- O=C(NCN1CCN(c2ccccn2)CC1)c1cnccn1
 : -1.5%, x
- CCN(CC)S(=O)(=O)c1ccc(OCC(=O)NCc2ccccc2)cc1
 : -2.4%, -21.3
- CC1(C)CC(=O)c2sc(NC(=O)c3ccc4ncsc4c3)nc2C1
 : 0.7%, 8.8
- O=C(NC1CCCCC1)C(=S)NC1CCCCC1
 : -1.2%, 16.5
- CCCC(=O)Nc1cc(Cl)ccc1C
 : -4.2%, 21.9
- O=S(=O)(NC1=NCCC1)c1cccc(NS(=O)(=O)c2ccc(OC(F)(F)F)cc2)c1
 : -2.4%, -6.6
- O=C(O)CNC(=O)C12CC3CC(CC(Cl)(C3)C1)C2
 : -3.6%, -1.4
- Cc1ccc2cc3c(NC(=O)C4CCCO4)nn(CC(C)C)c3nc2c1 (configuration not stated)
 : 3.1%, -1.5
- C=CSc1sc(Cl)c(N2CCOCC2)c1[N+](=O)[O-]
 : -3.4%, -10.9
- CC(=O)Nc1ccc(N2C(=O)c3ccc(C(=O)Nc4nnc(SCc5ccc(F)cc5)s4)cc3C2=O)cc1
 : -4.5%, x
- Cc1ccccc1C(=O)N1CCC(C(=O)Nc2ccc3c(c2)OCO3)CC1
 : 4.5%, 7.0
- O=C(N/N=C/c1cn(-c2ccccc2)nc1-c1ccc(F)cc1)c1ccc2c(c1)OCO2
 : -2.4%, x
- Cn1nnnc1NCc1c(F)cccc1Cl
 : 7.9%, x
- COc1ccc(S(=O)(=O)NCc2csc(C)n2)cc1
 : -6.2%, 19.6
- CC1(C)C=Cc2cc(-c3coc4cc(O)cc(O)c4c3=O)cc(O)c2O1
 : -3.9%, x
- Cc1ccc(Sc2ccncc2S(N)(=O)=O)cc1
 : 5.3%, -10.3
- COc1ccc(-c2ccc(=O)n(CC(=O)NCc3ccco3)n2)cc1
 : -1.8%, x
- O=C(Nc1ccc2oc(-c3ccccc3)nc2c1)c1ccco1
 : 8.2%, -4.7
- COc1cc(CNC2CCCC2)cc(OC)c1
 : 0.8%, 5.9
- CCCn1c(=O)c(C(=O)N/N=C/c2ccccc2F)c(O)c2ccccc21
 : -5.0%, -9.2
- COc1ccc(NC2c3ccccc3C(=O)N2Cc2ccc3c(c2)OCO3)cc1 (configuration not stated)
 : -2.2%, x
- O=C(c1cc2sccc2n1Cc1ccccc1)N1CCc2ccccc21
 : 1.5%, -2.8
- Cc1cc(C)n2nc(SCC(=O)N(C)Cc3ccccc3)nc2n1
 : 2.7%, 22.4
- Cc1ccc(C2(c3noc(CN(C)CCO)n3)CCCC2)cc1
 : 1.3%, -0.5
- Cc1ccc(-c2csc3ncnc(-n4cnc5ccccc54)c23)cc1
 : 3.9%, -9.3
- CCOCC(=O)Nc1ncc(S(=O)(=O)c2ccc([N+](=O)[O-])cc2)s1
 : 4.7%, 6.2

Later entries:
Results follow in this order: GlmU inhibition, RmlCD inh 1536
- O=C(O)CCNC(=O)/C(=C\C=C\c1ccccc1)NC(=O)c1ccccc1
 : 3.0%, 7.5
- O=C(Cc1ccc(Cl)cc1)Nc1ccncc1
 : 4.5%, -8.0
- Cc1ccccc1-c1ncc(CN2CCC(CO)(CCCc3ccccc3)CC2)cn1
 : -2.4%, -1.4
- Nc1nc2ccccc2n1C(=O)c1ccccc1
 : 4.8%, 18.7
- COCc1cc(CN2CCN(C)CC2)c(O)c2ncccc12
 : -7.0%, x
- Cc1ccccc1OCc1nnc(SCc2cc(=O)[nH]c3ccccc23)n1-c1ccccc1
 : -5.0%, 2.5
- NC(=O)C1CCN(c2nc(C3CC3)nc3c2nnn3Cc2ccccc2Cl)CC1
 : -0.3%, -8.7
- COc1ccc(-n2c(-c3ccco3)nc3ccccc3c2=O)cc1
 : -0.4%, -3.1
- CCCn1c(SCC(=O)NCC2CCCO2)nc2c1c(=O)n(C)c(=O)n2C (configuration not stated)
 : -3.3%, x
- O=C(Nc1ccc(F)cc1)c1ccc(CSc2ccc(Cl)cc2)o1
 : 2.8%, -10.3
- C=CCc1ccccc1OCC(=O)OCCNC(=O)c1cccnc1
 : -1.6%, x
- Cc1cccc(C)c1Nc1nnc(SCC(=O)c2ccc(Br)s2)s1
 : 2.0%, -10.1
- CCN(CC)c1ccc(NC(=O)c2ccco2)cc1
 : 3.1%, 6.2
- C#CCOCCOCCOCCNc1nc(N2CCN(C(=O)[C@H](CCCCN)n3cc(C(N)CO)nn3)CC2)nc(N2CCN(C(=O)[C@H](CCC(=O)O)n3cc(C(N)CC(C)C)nn3)CC2)n1 (some centres not stated)
 : -5.0%, x
- Cc1ccc(/C=N/Nc2ccc3ccccc3n2)o1
 : -2.7%, x
- CCOC(=O)c1csc(NC(C)=O)n1
 : -9.9%, -1.8
- Cn1c(Cc2ccccc2)nnc1SCC(=O)NC1CCCCC1
 : 1.2%, 4.5
- Cn1c(=O)c2c(ncn2CC(=O)OCC(=O)Nc2ccccc2Cl)n(C)c1=O
 : 3.3%, -7.5
- COC(=O)c1ccc(C2C(C(=O)c3cc4ccccc4o3)=C(O)C(=O)N2CCCN(C)C)cc1 (configuration not stated)
 : 4.9%, -0.4
- O=C(O)Cc1ccc(C(=O)c2ccccc2F)s1
 : x, -7.5
- COc1ccc(/C=N/Nc2cc(C)nc(N3CCOCC3)n2)c(OC)c1
 : 2.3%, -13.7
- COc1ccc2[nH]c3c(Cl)ncnc3c2c1
 : -0.3%, 6.5
- CCN(CC)C(=O)CN(c1cc(Cl)ccc1OC)S(=O)(=O)c1ccc(C)c([N+](=O)[O-])c1
 : 2.0%, -6.6

Compound activity (PubChem BioAssay)
